3CLpro inhibitor: SARS-CoV 3CLpro protease inhibition. actives 0.14% (n = 290,000). recombinant SARS-CoV 3CLpro, quenched FRET peptide cleavage. inhibition, % at 6 µM; in the data active means inhibition above about 12%
MazF activator: activators of E. coli MazEF toxin-antitoxin RNase | P0AE70 | FAM/BHQ RNA-DNA oligo cleavage fluorescence, 5 h | activation, % at 20 µM | actives 0.32% (n = 350,000); in the data active means activation above about 50%
Target sequence (P0AE70 whole entry, looked up): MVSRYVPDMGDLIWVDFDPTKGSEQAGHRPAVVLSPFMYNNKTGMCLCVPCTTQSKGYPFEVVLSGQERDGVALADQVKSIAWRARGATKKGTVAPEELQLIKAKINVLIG
PriA SSB inh: K. pneumoniae PriA-SSBct interaction inhibition. AlphaScreen SSBct-PriA binding, biotinylated peptide. inhibition, % at 33 µM. actives 0.6% (n = 430,000). AID 1272365; in the data active means inhibition mostly above about 37%, no sharp cut-off; inactive means mostly below about 20%;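 further: plate controls were negative control peptide for no effect and reference peptide for full effect; strong numbers were not always called active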
BoNT A protease: BoNT A light chain protease inhibition; multiplex microsphere protease substrate cleavage, flow cytometry; inhibition, % at 10 µM; actives 0.17% (n = 360,000); AID 588499; further: plate controls were buffer without enzyme for full effect and enzyme alone for no effect
DUSP3 inh: inhibitors of human VHR1 phosphatase (DUSP3). P51452. inhibition, % at 13.3 µM. recombinant VHR phosphatase, pNPP absorbance. actives 0.52% (n = 290,000); in the data active means inhibition above about 50%; further: some compounds called inactive have numbers as strong as hits
Target sequence (P51452 whole entry, looked up): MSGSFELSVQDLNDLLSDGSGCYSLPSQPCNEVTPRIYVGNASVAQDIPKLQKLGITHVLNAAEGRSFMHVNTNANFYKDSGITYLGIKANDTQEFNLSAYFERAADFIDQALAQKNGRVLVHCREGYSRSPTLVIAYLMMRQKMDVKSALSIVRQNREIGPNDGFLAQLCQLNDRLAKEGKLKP
PrPC surface inh: reduces human prion protein on the cell surface; cell surface PrPC, TR-FRET read-out; inhibition, % at 13.8 µM; actives 0.43% (n = 370,000); AID 720596; in the data active means inhibition above about 24%; further: 0% = median of the test wells and 100% = reference compound wells
BoNT-F LC inh: BoNT F light chain protease inhibition; inhibition, % at 10 µM; Multiplex microsphere protease cleavage assay, flow cytometry; actives 0.22% (n = 360,000); in the data active means inhibition above about 35%, passing the limit was not always enough; inconclusive means no clear call, values can overlap the other calls; further: plate controls were buffer without enzyme for full effect and enzyme alone for no effect
CCHF vOTU inh: CCHFV vOTU protease inhibition; Pep-AMC fluorescence; inhibition, % at 11.5 µM; actives 0.55% (n = 370,000); AID 651958; in the data active means inhibition above about 30%; further: 0% = vehicle wells with enzyme and 100% = no enzyme wells
Anthrax LF inh2: anthrax lethal factor protease inhibition. inhibition, % at 10 µM. P15917. AID 588501. multiplex microsphere protease cleavage assay, LF. actives 0.12% (n = 360,000); further: plate controls were buffer without enzyme for full effect and enzyme alone for no effect
Target sequence (P15917 whole entry, looked up): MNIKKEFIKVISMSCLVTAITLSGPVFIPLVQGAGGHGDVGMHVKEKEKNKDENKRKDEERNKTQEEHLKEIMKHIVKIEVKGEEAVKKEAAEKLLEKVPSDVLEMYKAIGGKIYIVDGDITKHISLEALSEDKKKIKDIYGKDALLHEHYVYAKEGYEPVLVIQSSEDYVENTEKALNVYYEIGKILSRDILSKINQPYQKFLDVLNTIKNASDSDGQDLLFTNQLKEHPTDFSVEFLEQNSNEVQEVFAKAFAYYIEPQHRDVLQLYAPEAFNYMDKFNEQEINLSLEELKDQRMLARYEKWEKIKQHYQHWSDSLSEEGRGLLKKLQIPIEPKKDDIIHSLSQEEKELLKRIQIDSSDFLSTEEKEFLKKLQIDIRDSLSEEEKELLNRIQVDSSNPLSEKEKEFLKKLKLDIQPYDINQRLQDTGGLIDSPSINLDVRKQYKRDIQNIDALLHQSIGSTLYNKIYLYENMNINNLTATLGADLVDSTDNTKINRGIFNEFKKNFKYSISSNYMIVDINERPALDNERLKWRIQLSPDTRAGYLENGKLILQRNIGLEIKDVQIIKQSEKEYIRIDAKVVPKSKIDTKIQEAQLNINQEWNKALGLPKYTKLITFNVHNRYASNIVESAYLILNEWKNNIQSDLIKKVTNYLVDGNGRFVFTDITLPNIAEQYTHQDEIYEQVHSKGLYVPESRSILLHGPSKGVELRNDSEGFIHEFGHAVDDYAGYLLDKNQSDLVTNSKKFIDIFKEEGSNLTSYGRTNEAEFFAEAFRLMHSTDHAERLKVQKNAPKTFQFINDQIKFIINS
Rv3671c protease: inhibits the M. tuberculosis serine protease Rv3671c; AID 2606; inhibition, % at 5.96 µM; actives 0.048% (n = 320,000); P9WHR9; in the data active means inhibition above about 38%;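 further: extracellular domain of Rv3671c used as enzyme; 0% = enzyme with DMSO and 100% = no enzyme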
Starred values were filed as active, the others as inactive; ? = inconclusive; · = no result given; & = joins results of further samples. Unless noted, no stated cut-off is given here; in the data, active means inhibition above about 30%; inconclusive means no clear call, values can overlap the other calls; inactive means below that. A portion of the library. The share of hits here may be higher or lower than overall.

SMILES	3CLpro inhibitor	MazF activator	PriA SSB inh	BoNT A protease	DUSP3 inh	PrPC surface inh	BoNT-F LC inh	CCHF vOTU inh	Anthrax LF inh2	Rv3671c protease
O=C(CSc1ccccc1[N+](=O)[O-])NC1CCS(=O)(=O)C1 (centres undefined)	-2	4	-7	-0.2	-1	-17	2	-3	0	-3
COc1cc(C(=O)OCC(=O)NCCCc2ccccc2)ccc1OCC(C)C	9	0	3	-1.2	1	4	8	5	-1	-8
CC1(C)C(C=C(Cl)Cl)C1C(=O)N/N=C/c1ccccc1F (centres undefined)	7	6	·	?	-4	3	?	20	5	-1
Cc1csc(N/N=C/c2ccc(O)c([N+](=O)[O-])c2)n1	1	-1	·	-0.2	-2	-10	-5	9	-5	15
Clc1ccc(-c2cc(-c3ccccn3)on2)c(Cl)c1	3	-11	-14	-0.2	6	-10	4	-11	10	-4
O=C(N/N=C/c1c[nH]c2ccccc12)c1sc2ccccc2c1Cl	4	7	·	0.1	28	-1	0	-8	-6	15
CC1=C(C(N)=O)C(c2cccnc2)n2nc(-c3cccc(Cl)c3)nc2N1 (centres undefined)	0	8	-2&-12	0.2	-1	-1	-1	7	3	-1
COc1ccc(NC(=O)C2CCCN(c3cc(C)nc4ncnn34)C2)cc1 (centres undefined)	0	7	-6	-0.5	2	-1	4	-2	-3	7
CC(C)CC(OC(=O)c1cccs1)C(=O)NCC1CCCO1 (centres undefined)	1	4	-12	-0.6	27	4	-1	3	-2	1
CS/C(=N\S(=O)(=O)c1cccs1)Nc1cccc(Cl)c1C	-1	-9	·	0.7	8	4	1	1	0	-1
CCOC(=O)c1cccc(NC(=O)c2cc(C)nn2-c2ccccc2)c1	-5	5	-10	-0.2	17	-1	2	-10	2	-14
CC1CN(CCCCOc2ccc(C(C)C)cc2)CC(C)O1 (centres undefined)	1	-2	-9	-1.5	-33	3	-24	-2	-3	0
CCOc1ccc(S(=O)(=O)N2CCCC(C(=O)NCc3ccncc3)C2)cc1 (centres undefined)	-2	-8	10	12	13	3	20	9	8	-12
CC1(C)CC(=O)C2=C(C1)N(C1CCCCC1)C(=O)C2(O)C(F)(F)F (centres undefined)	0	4	-2	0.1	23	4	-7	-1	-2	-1
Cc1ccccc1CNC(=O)c1ccccc1N	-2	6	1	0.2	23	1	-1	-37	-1	0
COc1ccc(S(=O)(=O)N2CCN(C(=O)Cc3ccsc3)CC2)cc1	·	5	-3	-0.4	·	2	-4	-6	-2	·
Cc1ccc(NC(=O)C2CCN(C(=O)NC3CCCCC3)CC2)cc1	-2	4	-1	0.3	0	5	-15	6	2	-1
C/C(=C\c1cc(C(=O)O)c(C)o1)CO	-2	1	-5	-0.3	41	-4	-3	19	-3	-3
CC(=O)NCc1ccc(S(=O)(=O)N2CCCN(C)CC2)cc1	3	4	8	-0.4	-5	7	18	7	6	-2
Cc1cc(C)cc(NC(=S)Nc2ccc(Cl)c(Cl)c2)c1	7	-10	-11	-0.1	23	6	-3	-17	-2	0
O=C(NCCCN1CCOCC1)c1ccc(CS(=O)(=O)Cc2ccc(Cl)cc2)o1	2	6	-8	-2.8	-2	-1	-6	-20	-3	-2
COc1ccc(S(=O)(=O)N2CCC3(CC2)OCCN3S(=O)(=O)c2ccc(OC)cc2)cc1	·	-4	11	·	·	0	·	4	·	-8
O=C(/C=C/c1ccco1)NCc1ccco1	-1	2	-3	-1.6	-1	5	?	5	0	-1
N#CCC(=O)N/N=C/c1ccc(SCC(=O)Nc2ccccc2)o1	-1	-35	·	-0.5	14	-10	4	-7	0	1
CSc1nc(C)nc(C2CC2)c1C#N	5	7	-2	-0.9	6	-3	-4	4	-2	1
SMILES	3CLpro inhibitor	MazF activator	PriA SSB inh	BoNT A protease	DUSP3 inh	PrPC surface inh	BoNT-F LC inh	CCHF vOTU inh	Anthrax LF inh2	Rv3671c protease
CC1=CCC2C(=O)N(c3cccc(C(=O)N(C)C4CCCCC4)c3)C(=O)C2C1 (centres undefined)	3	-4	-2	1.7	-15	-4	-2	4	0	-3
CCCCNC(=O)Cc1c(O)c2ccccc2[nH]c1=O	-1	1	-19	1.5	13	0	1	10	3	3
O=C(CN1C(=O)/C(=C\c2ccc(F)cc2)Oc2ccccc21)NCc1ccco1	3	-25	-15	-0.2	30	5	-5	8	1	-4
Cc1cc(C)nc(SC2CC(=O)N(c3ccc(Br)cc3)C2=O)n1 (centres undefined)	0	-12	-10	0.1	-1	15	11	4	-1	-1
CC(=O)Nc1ccc(NC(=O)C(C)OC(=O)C2CCCC2)cc1 (centres undefined)	·	11	-8	0.4	·	-3	-2	-10	-2	1
Cc1ccc(/C=C2\SC(=S)N(CCC(=O)NNC(=O)c3ccc(O)cc3)C2=O)cc1	0	2	-1	6.4	1	-3	-5	9	-2	-334
CCN(CC(=O)Nc1cccc(OC)c1)C(=O)c1ccncc1	-1	8	1	2.1	44	1	2	-4	-1	9
Cc1cccc(C2c3[nH]c4ccccc4c3CCN2Cc2ccc(C)s2)n1 (centres undefined)	3	33	-2	-0.4	17	-8	-6	-11	-6	-3
CN(CC(=O)Nc1sc2c(c1C#N)CCCCC2)Cc1nc2ccccc2c(=O)[nH]1	0	10	-5	-0.7	8	1	-3	-9	-3	-5
Cc1ccccc1-n1c(SCC(=O)c2c(N)n(C)c(=O)n(C)c2=O)nc2sc3c(c2c1=O)CCCC3	-6	-43	-1	0.5	8	1	9	-6	0	-15
N/C(=N\[N+](=O)[O-])N1CCN(C(=O)Oc2ccccc2)CC1	6	6	·	1.9	-19	0	17	-6	4	9
Cc1cccc(OCCc2c(C)[nH]c(=S)[nH]c2=O)c1	4	5	1	-1.2	-13	0	-7	-3	-5	7
Cc1ccc(OCC(=O)N2CCN(C(=O)Cc3ccccc3)CC2)cc1	2	0	-23	-0.2	29	-4	-2	4	-4	-4
Cc1ncc(C[n+]2csc(CCOC(=O)CC3C4CC5CC(C4)CC3C5)c2C)c(N)n1 (centres undefined)	6	2	-19	-0.8	30	2	-8	18	-5	3
CC1CCN(S(=O)(=O)c2ccc(S(=O)(=O)NCc3cccnc3)cc2)CC1	-1	11	8	-0.5	40	-1	-2	2	-2	10
COc1ccc(-c2cc(C(=O)NCc3ccco3)c3ccccc3n2)cc1	2	6	-7	-0.3	-6	-6	26	-41	-20	-7
CCN(CC)CCN(C(=O)c1ccc(C(C)=O)cc1)c1nc2ccc(Cl)cc2s1	-3	1	-6	·	-3	3	·	1	·	6
COc1cc(NC(=O)COC(=O)c2ccccc2F)cc(OC)c1	-1	4	-22	-1.6	30	0	-12	-5	-1	3
Cc1ccc2c(c1)N(CC(=O)Nc1ncccc1C)C(=O)C(C(C)C)O2 (centres undefined)	0	4	-10	-2.2	18	-3	-34	8	6	1
O=C(O)c1cccc(N/N=C/c2cccs2)c1	2	-7	·	-0.8	-4	2	-4	14	-2	0
O=C(COC(=O)COc1ccc(Cl)cc1Br)NCCC1=CCCCC1	·	0	-6	-0.3	·	-7	-6	1	1	-7
COc1c(Cl)ccc(Cl)c1C(=O)OCC(=O)O	2	-3	-2	0.1	5	2	-5	17	-1	-6
Cc1cc(C)nc(NS(=O)(=O)c2ccc(NS(=O)(=O)c3ccc(C#N)cc3)cc2)n1	4	-16	-3	3.1	12	-5	17	3	-2	-1
N#Cc1c(-c2ccccc2)nc(SCc2cccc(C(F)(F)F)c2)[nH]c1=O	10	-5	1	-2.7	-5	15	3	27	-16	-26
COc1ccccc1NC(=O)c1ccc(NC(=O)C2COc3ccccc3O2)cc1 (centres undefined)	0	13	-6	-0.2	34	2	5	14	2	-26

As entered above:
Cc1ccccc1-n1c(SCC(=O)c2c(N)n(C)c(=O)n(C)c2=O)nc2sc3c(c2c1=O)CCCC3 in MazF activator is entered as -43
Cc1ccc(OCC(=O)N2CCN(C(=O)Cc3ccccc3)CC2)cc1 in CCHF vOTU inh is entered as 4
CC1CCN(S(=O)(=O)c2ccc(S(=O)(=O)NCc3cccnc3)cc2)CC1 in PrPC surface inh is entered as -1
COc1cc(NC(=O)COC(=O)c2ccccc2F)cc(OC)c1 in DUSP3 inh is entered as 30
CCN(CC)CCN(C(=O)c1ccc(C(C)=O)cc1)c1nc2ccc(Cl)cc2s1 in Rv3671c protease is entered as 6

(further entries)
SMILES	3CLpro inhibitor	MazF activator	PriA SSB inh	BoNT A protease	DUSP3 inh	PrPC surface inh	BoNT-F LC inh	CCHF vOTU inh	Anthrax LF inh2	Rv3671c protease
CCCCC(CC)C(=O)NCc1ccccc1OC (centres undefined)	-4	2	-22	-0.3	23	1	6	-1	8	-9
Oc1c(C=Nc2ccccc2Cl)[nH]c2ccccc12	4	-10	-11	-0.4	18	1	-12	-6	-1	-8
CSc1nc2ccc(NC(=O)CSc3nnc(N)s3)cc2s1	-2	1	0	1.8	27	7	11	6	1	-6
C=CCN1C(=O)NC(=O)/C(=C/c2cccn2C)C1=O	-6	-8	-8	-0.3	5	-8	1	3	2	4
COc1ccc(S(=O)(=O)Nc2cc(C)on2)cc1	-3	11	-8	-3.9	-8	-8	-5	11	-5	-1
COP(=O)(OC)c1nc(-c2cccc3ccccc23)oc1NCc1ccccc1	5	-7	-41	-2.6	3	-2	-6	-215	-10	-10
CCCc1cc(=O)[nH]c(SCC(=O)Nc2nc(-c3ccccc3)cs2)n1	1	10	-11	-1.5	45	-5	-3	-5	1	-1
CN(Cc1ccccc1Cl)C(=O)C1CCC(=O)N(CCc2cccc(F)c2)C1 (centres undefined)	5	3	3	7.6	20	-3	19	-4	1	-2
COc1cccc(C(=O)OCC(=O)NC(C)CCc2ccccc2)c1O (centres undefined)	2	5	-9	-1.8	-19	5	21	1	-1	1
Cc1ccc(C2=[N+]([O-])C3(CCCCC/C3=N\NC(N)=O)N(O)C2(C)C)o1 (centres undefined)	-7	10	·	-0.2	-18	0	-3	3	3	-3
CC(=O)N1N=C(C)CC1c1ccc(O)cc1 (centres undefined)	4	0	-4	0.1	-1	2	-4	1	0	-6
O=C(CCn1c(=O)sc2ccccc21)NCc1ccc2c(c1)OCO2	3	2	-2	0.4	4	-5	-4	-5	0	6
CCOC(=O)c1oc2ccc(Br)cc2c1NC(=O)CN1CCN(C)CC1	0	-1	-12	0.0	-1	-15	-1	5	-1	2
Cc1sc2ncnc(SCC(=O)N3CCCC(C(F)(F)F)C3)c2c1C (centres undefined)	-3	-7	1	-0.7	14	5	-4	8	2	-2
Cc1ccc(SCC(=O)Nc2ccccc2C(=O)O)cc1	0	1	-15	-0.7	-12	10	6	5	-4	-1
CCOc1ccccc1C(=O)Nc1ccccc1-c1ccccc1	2	-13	-33	-0.2	-4	7	3	-15	0	-2
O=C(NNC(=S)Nc1ccccc1)c1cc(Br)ccc1Cl	4	-5	16	2.3	9	6	2	14	-1	-1
O=C1N=C(N2CCOCC2)SC1=C1CCCCC1	2	-2	0&-10	1.3	10	-4	4	-1	-1	2
Cc1ccc(C2(C)NC(=O)N(Cc3c(C)noc3C)C2=O)cc1 (centres undefined)	-5	4	-21	0.5	14	0	-2	-2	0	-3
COc1cc(/C=N/NC(N)=O)cc(Br)c1OCc1ccccc1C	3	7	·	0.7	10	1	-4	-4	1	3
COCCNC(=O)C1(C)CCCN(C(=O)c2cc(F)ccc2C)C1 (centres undefined)	·	·	·	-0.4	·	-5	-8	-13	-4	·
CN1CCN(Cc2cn(C)nc2-c2ccccc2F)CC1c1ccccc1 (centres undefined)	3	-7	2	0.0	5	1	-2	-14	-4	-7

4 entries from above, with values under each structure:
Order of values – 3CLpro inhibitor, MazF activator, PriA SSB inh, BoNT A protease, DUSP3 inh, PrPC surface inh, BoNT-F LC inh, CCHF vOTU inh, Anthrax LF inh2, Rv3671c protease
CN(Cc1ccccc1Cl)C(=O)C1CCC(=O)N(CCc2cccc(F)c2)C1 (centres undefined)
  5, 3, 3, 7.6, 20, -3, 19, -4, 1, -2
COc1cccc(C(=O)OCC(=O)NC(C)CCc2ccccc2)c1O (centres undefined)
  2, 5, -9, -1.8, -19, 5, 21, 1, -1, 1
Cc1ccc(C2=[N+]([O-])C3(CCCCC/C3=N\NC(N)=O)N(O)C2(C)C)o1 (centres undefined)
  -7, 10, ·, -0.2, -18, 0, -3, 3, 3, -3
CC(=O)N1N=C(C)CC1c1ccc(O)cc1 (centres undefined)
  4, 0, -4, 0.1, -1, 2, -4, 1, 0, -6

Screening data as filed in PubChem BioAssay.
